a7 integrin act: activators of alpha7 integrin expression for muscular dystrophy; alpha7betagal myoblasts, beta-gal FDG fluorescence, 48 h; actives 0.064% (n = 350,000); Potency, µM (highest dose often 38.3 µM), for inactives: at the top dose activation, most hits filed as activators;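 note: potency is the fitted concentration of half-maximal effect; 100% = response of the positive control SU9516; nearly all actives have a fitted effect of over 60% in size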
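Alpha7betagal+/- myoblasts (passage 13) were plated 16-24 hr, then exposed to compounds (1:260 dilution of DMSO stock) for 48 hours at 37C. After MPER lysis, β-galactosidase reporter activity was read as FDG fluorescence (ex 480/em 540) after 30 minutes.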
PTAP TSG101 blk: blocks PTAP/TSG101 interaction to inhibit HIV-1 budding; Q99816; Fluorescence polarization, FITC-PTAP peptide / Tsg101 binding; Potency, µM (series often up to 115 µM), without a hit: top-dose activity change, negative = inhibition, usual class: inhibitors; 340,000 tested, under 10 active; active = well fitted inhibition curve with a large enough effect in the main read-out, with a control signal flat, not every such curve was filed as active; inconclusive = small, poorly fitted or top-dose-only effect, or effect the other way, or a change in a side signal; inactive = no such curve, though single readings can be large or run the other way; note: potency is the fitted concentration of half-maximal effect; % of control where 0% means no effect
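Fluorescence polarization binding of Tsg101 binding domain (10 uM final) to FITC-labeled PTAP peptide (50 nM final) in HEPES pH 7.5 buffer with NaCl, Tween 20, EDTA, TCEP. Compounds added before peptide; binding 20 min at RT.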
uPA generation: blocks generation of uPA at the cell surface. actives 0.31% (n = 330,000). cell surface uPA generation assay, qHTS. AID 540303. Potency, µM (titrated, usually from 38.3 µM), for the others: top-dose activity change, negative = inhibition, most hits filed as inhibitors; active = well fitted inhibition curve with a large enough effect; inconclusive = small, poorly fitted or top-dose-only effect; inactive = no such curve, though single readings can be large or run the other way; tested in mouse RAW 264.7 cells; note: potency is the fitted concentration of half-maximal effect; % is set by controls: 0 for no effect and ±100 for the full control effect; nearly all actives have a fitted effect of over 55% in size
ELG1 genotox: genotoxicity induction in ELG1-luciferase HEK293T cells. HEK293T ELG1-luciferase reporter, luminescence, 16 h. actives 1.3% (n = 330,000). Potency, µM (highest dose often 46 µM), without a hit: at the top dose activity change, positive = activation, most hits filed as activators; note: potency is the fitted concentration of half-maximal effect; % of control where 0% means no effect; nearly all actives have a fitted effect of over 60% in size
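ELG1-luciferase HEK293T cells, 2,000/well; compound pinned in; 16 hr, 37 °C, 5% CO2; ONE-Glo, 30 min RT; luminescence on CCD imager.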
ASM inhibitor: blocks human secretory acid sphingomyelinase. P17405. placental ASM, HMU-PC fluorogenic substrate, 60 min. Potency, µM (top dose mostly 57.5 µM), for the others: at the top dose activity change, negative = inhibition, hits mostly inhibitors. actives 0.006% (n = 340,000); note: potency is the fitted concentration of half-maximal effect
Target sequence (P17405 47-631 limits assumed): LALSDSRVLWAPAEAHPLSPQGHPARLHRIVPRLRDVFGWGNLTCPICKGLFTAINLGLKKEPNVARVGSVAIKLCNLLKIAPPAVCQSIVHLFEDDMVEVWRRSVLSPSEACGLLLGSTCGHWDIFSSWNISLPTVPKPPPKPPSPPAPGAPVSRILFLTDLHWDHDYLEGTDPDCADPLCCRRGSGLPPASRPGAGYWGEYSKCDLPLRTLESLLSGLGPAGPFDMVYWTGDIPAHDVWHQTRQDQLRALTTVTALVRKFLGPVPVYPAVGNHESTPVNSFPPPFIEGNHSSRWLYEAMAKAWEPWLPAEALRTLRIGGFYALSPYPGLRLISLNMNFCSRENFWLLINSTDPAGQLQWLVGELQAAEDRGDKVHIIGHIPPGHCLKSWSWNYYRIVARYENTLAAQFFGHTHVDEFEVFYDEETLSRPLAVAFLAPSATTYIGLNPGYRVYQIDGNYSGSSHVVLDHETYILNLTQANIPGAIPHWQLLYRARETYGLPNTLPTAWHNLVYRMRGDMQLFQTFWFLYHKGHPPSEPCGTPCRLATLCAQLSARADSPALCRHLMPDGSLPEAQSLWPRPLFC
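Fluorescence read-out (Ex 386 nm, Em 447 nm) after stopping the reaction at pH 10. Enzyme: ASM from human placenta; substrate HMU-PC0, 9 uM final; 60 min, 37 °C. Compound preincubation 10 min, ambient temperature.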
BRCA1 expr act: increases BRCA1 expression; MCF7-BRCA1-FFLuc reporter, luminescence, 48 h; response scale: scaled: vehicle 0%, 10 µM genistein 100%; AID 624202; actives 1.1% (n = 380,000); Potency, µM (top dose mostly 46.1 µM), without a hit: at the highest dose activation, most hits filed as activators; note: potency is the fitted concentration of half-maximal effect; nearly all actives have a fitted effect of over 80% in size; some results filed as inactive show a strong effect at the top dose
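48 h compound treatment of MCF7-BRCA1-FFLuc cells (phenol-red free MEM, 37 °C), then 15 min with luciferase substrate and luminescence imaging.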
B2AR arrestin: recruits beta-arrestin to the human beta2-adrenergic receptor | actives 0.02% (n = 330,000) | beta-arrestin recruitment to beta2AR, cell-based reporter | Potency, µM (top dose mostly 46.1 µM), inactives show at the highest dose activation, hits mostly activators | AID 492947 | P07550;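 note: potency is the fitted concentration of half-maximal effect; 0% = DMSO controls and full agonism = EC100 isoproterenol or metaproterenol; nearly all actives have a fitted effect of over 65% in size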
p53 reactivator: mutant p53 re-activation in reporter cells; Potency, µM (titrated, usually from 92.2 µM), without a hit: at the top dose activity change, positive = activation, most hits filed as activators; H1299 p53-A138V BP100-luciferase reporter, luminescence, 24 h; actives 0.063% (n = 320,000); note: potency is the fitted concentration of half-maximal effect; % of control where 0% means no effect; nearly all actives have a fitted effect of over 45% in size
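p53-null H1299 cells stably carrying temperature-sensitive p53-A138V and a BP100-luciferase reporter were pinned with compounds (4-point, 1:5 series) and held 24 hrs at 37 deg C. Luminescence was read 10 min after detection reagent.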
USP2a inh: USP2a (human) protease inhibition | O75604 | USP2 core, Ub-CHOP2 coupled fluorogenic reporter, 485/531 | Potency, µM (series often up to 38.3 µM), inactives show at the highest dose activity change, negative = inhibition, actives largely listed as inhibitors | actives 0.01% (n = 330,000) | AID 463254;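 note: potency is the fitted concentration of half-maximal effect; plate controls were DMSO wells for no effect and full inhibition by NEM control for full effect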
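USP2 core (10nM final) preincubated 30min RT with compound in 20mM Tris-HCl pH 8.0, 2mM CaCl2, 2mM beta-mercaptoethanol, 0.05% CHAPS; 25nM Ub-CHOP2 plus 25nM reporter substrate added, fluorescence (Ex485/Em531) read after 60min.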
Eya2 inh: inhibitors of human Eya2 phosphatase activity. O00167. recombinant Eya2, OMFP fluorescence dephosphorylation (OMFP is methylfluorescein phosphate). Potency, µM (series often up to 76.9 µM), for the others: at the top dose activity, negative = inhibition, hits mostly inhibitors. actives 0.006% (n = 330,000); note: potency is the fitted concentration of half-maximal effect; % is set by controls: 0 for no effect and ±100 for the full control effect
Target sequence (O00167 whole entry, looked up): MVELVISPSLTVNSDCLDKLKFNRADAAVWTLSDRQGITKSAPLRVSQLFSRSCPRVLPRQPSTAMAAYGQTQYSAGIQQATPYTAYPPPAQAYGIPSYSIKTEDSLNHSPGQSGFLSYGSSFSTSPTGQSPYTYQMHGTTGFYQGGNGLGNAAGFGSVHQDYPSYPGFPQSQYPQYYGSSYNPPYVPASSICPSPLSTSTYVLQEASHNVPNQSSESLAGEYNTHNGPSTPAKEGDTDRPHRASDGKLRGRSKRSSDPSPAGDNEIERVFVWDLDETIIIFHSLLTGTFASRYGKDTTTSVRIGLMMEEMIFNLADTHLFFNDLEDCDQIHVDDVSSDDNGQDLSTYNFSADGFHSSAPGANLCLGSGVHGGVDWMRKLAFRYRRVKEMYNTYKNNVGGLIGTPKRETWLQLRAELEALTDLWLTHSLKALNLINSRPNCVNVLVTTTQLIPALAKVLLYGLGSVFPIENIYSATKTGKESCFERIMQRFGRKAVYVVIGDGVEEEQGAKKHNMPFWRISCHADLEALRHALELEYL
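Eya2 protein (added as 0.2 uM solution) was preincubated with compound for 10 min at ambient temperature in 50 mM HEPES pH 7.5, 50 mM NaCl, 5 uM MgCl2, 0.05% BSA, 1 mM DTT. OMFP (added at 50 uM) then reacted 10 min; fluorescence read at 485/525 nm.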
TRPV1 ag: activates the human vanilloid receptor TRPV1; Q8NER1; TRPV1-expressing cells, Fluo-8 calcium influx, agonist mode; actives 0.19% (n = 320,000); activation, % at 8.33 µM; AID 540275; in the data active = activation above about 80%; inconclusive = between about 30% and that limit; note: 0% is about no effect
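Cells expressing TRPV1 were dye-loaded with Fluo-8 and read kinetically: 10 s baseline, 3 min after compound (agonist portion), then 2 min after EC20 capsaicin (allosteric enhancer portion). Calcium-bound dye fluorescence at 480/520 nm.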
The depositor's hits bear a star; ? = inconclusive; nt = no result given; [ ] = remark or other dose. Unless noted, calls come from the whole dose curve; as a rule, active = well fitted curve in the direction sought with a large enough effect; inconclusive = small, poorly fitted or top-dose-only effect, or another doubt; inactive = no such curve, though single readings can be large; an effect the other way counts as inactive or inconclusive.

Sample of the layout (2 entries):
SMILES | a7 integrin act | PTAP TSG101 blk | uPA generation | ELG1 genotox | ASM inhibitor | BRCA1 expr act | B2AR arrestin | p53 reactivator | USP2a inh | Eya2 inh | TRPV1 ag
CCc1c(C)sc(NC(=O)Cc2ccccc2OC)c1C(=O)N1CCOCC1 | 13% | -3% | 4% | 0% | -3% | -2% | -0.2% | 0% | -1% | 1% | 5
O=C1CSC(c2ccc(Cl)cc2)N1 (configuration not stated) | -8% | 1% | nt | 1% | 4% | -1% | -1.6% | -1% | 7% | -23% | -2

All compounds of this part (from the top)
SMILES | a7 integrin act | PTAP TSG101 blk | uPA generation | ELG1 genotox | ASM inhibitor | BRCA1 expr act | B2AR arrestin | p53 reactivator | USP2a inh | Eya2 inh | TRPV1 ag
CCc1c(C)sc(NC(=O)Cc2ccccc2OC)c1C(=O)N1CCOCC1 | 13% | -3% | 4% | 0% | -3% | -2% | -0.2% | 0% | -1% | 1% | 5
O=C1CSC(c2ccc(Cl)cc2)N1 (configuration not stated) | -8% | 1% | nt | 1% | 4% | -1% | -1.6% | -1% | 7% | -23% | -2
Cc1cc(C)nc(NC(=O)c2cccc([N+](=O)[O-])c2)c1 | 34% | 1% | 4% | 2% | -1% | 9% | 0.2% | 2% | -6% | 7% | 0
Cc1ccc2cc(C#N)c(N3CCN(C(=O)c4ccccc4)CC3)nc2c1 | -39% | -6% | ? | -13% | 154%[activator] | -20% | 0.4% | 27% | -3% | -11% | ?
N#Cc1ccccc1S(=O)(=O)N1CCN(CC(=O)NC(=O)NC2CCCCC2)CC1 | -3% | -1% | -3% | 2% | 0% | -22% | -0.3% | -6% | 1% | 15% | 1
Cc1c(C(=O)c2ccc(Cl)c(Cl)c2)cnc2cc3c(cc12)OCO3 | 14% | -4% | -5% | 1% | -14% | 13% | -0.6% | -15% | 0% | -19% | 4
CC(C)c1ccc(NC(=S)NN2CCN(C)CC2)cc1 | 0% | 6% | 5% | -1% | 2% | -2% | 0.0% | 0% | 3% | -6% | -1
COc1ccc(OC)c(/C=C/C(=O)OCC(=O)NCc2ccco2)c1 | -31% | -6% | -7% | 1% | 390%[activator] | -6% | 0.0% | 28% | 1% | -1% | 5
O=C(c1cc2ccccc2oc1=O)N1CCSC1c1ccco1 (configuration not stated) | -15% | -5% | 0% | 3% | 0% | -5% | 0.0% | -8% | 1% | 8% | 22
Cc1nn(C)c(C(=O)Nc2ccc(Br)cc2F)c1Br | 13% | 1% | 3% | -5% | 1% | -51% | -0.9% | 17% | -3% | -6% | -7
CCOc1ccc(CNC(=O)c2cccc(NC(=O)C3=C(C)OCCS3)c2)cc1 | 22% | 3% | 3% | -5% | 7% | 1% | -0.4% | 1% | 0% | -26% | 12
Cc1cc(C)cc(NC(=S)NN)c1 | -5% | -4% | 7% | -3% | 5% | -23% | -0.9% | 2% | 11% | 7% | 2
O=C(Nc1cccc(S(=O)(=O)NC2=NCCC2)c1)c1ccc(OC(F)F)cc1 | 13% | -4% | -9% | 0% | 4% | -9% | -0.6% | -11% | 2% | 9% | -1
O=C(CCS(=O)(=O)c1ccccc1)Nc1ccc(N2CCN(Cc3ccccc3)CC2)cc1 | 16% | -6% | -9% | -1% | 7% | -10% | 4.2% | 7% | 3% | -7% | 0
CCCCN(C(=O)c1cccc(-n2cccc2)c1)c1c(N)n(Cc2ccccc2)c(=O)[nH]c1=O | nt | nt | nt | 3% | nt | nt | 0.2% | 2% | 1% | 24% | -4
O=C(CSc1ccccc1)Nc1ccccc1C(=O)O | -6% | -1% | 4% | nt | -1% | ? | nt | nt | nt | nt | 0
COc1ccccc1CN1CC(C(=O)NCCc2cn[nH]c2)CCC1=O (configuration not stated) | -8% | -3% | 1% | -1% | 1% | -12% | -0.9% | -3% | -8% | -14% | 5
CC(C)(C)c1nc(SCC(=O)Nc2ccc(N3CCOCC3)cc2)c2ccccc2n1 | -58%[inhibitor] | -3% | 0% | -2% | -2% | -32% | -0.1% | -1% | 1% | 0% | 25
Cc1cccc(CN2CCC(C(N)=O)CC2)c1 | 23% | -1% | -8% | 0% | 2% | 0% | 0.1% | 0% | 4% | 12% | 0
N#C/C(=C\c1c(F)cccc1Cl)c1nn(-c2ccccc2)c(-n2cccc2)c1C#N | -22% | 2% | -13% | -9% | -2% | -48% | 0.1% | 2% | 4% | -2% | 3
CCCCC(CCC(=O)O)(C(=O)OCC)c1csc(Nc2ccc(C)cc2)n1 (configuration not stated) | 9% | 0% | 3% | 0% | -7% | -2% | 0.2% | 0% | 0% | -5% | 1
COc1ccc(NC(=O)c2cc(=O)c3ccccc3o2)cc1Cl | 26% | 0% | -2% | 0% | -1% | -2% | 0.2% | nt | 1% | 7% | -3
CC1CCC(NC(=O)c2cccc(S(=O)(=O)N3CCN(c4ccccc4)CC3)c2)CC1 (configuration not stated) | -35% | 0% | -7% | 1% | 2% | 0% | -0.2% | 4% | -2% | -32% | 0
CCN(CC)CCSc1nnc2c3ccccc3n(Cc3ccccc3)c2n1 | -61%[inhibitor] | -5% | ? | -9% | -8% | 5% | -0.8% | -7% | 9% | 0% | 10
CS(=O)(=O)N1N=C(c2ccco2)CC1c1ccco1 (configuration not stated) | -13% | 7% | -12% | 0% | 3% | 32% | -0.4% | nt | 0% | 5% | -2
COc1ccc(-c2cc(-c3ccccc3)c(C#N)c(=S)[nH]2)cc1 | 4% | -3% | -5% | -4% | 4% | -10% | -0.1% | 3% | -2% | 1% | -5
O=C(COc1ccccc1)NNC(=S)NC(=O)c1ccc(Cl)cc1Cl | -11% | -3% | 0% | 0% | -6% | -2% | -0.5% | 9% | 2% | 4% | 2
COc1cc(C(=O)Nc2cccc(C)c2C)c(Br)c(OC)c1OC | -6% | -8% | 14% | -7% | 3% | -20% | -0.2% | -3% | 2% | 5% | 3
Cc1nc(SCc2nc3c(F)cccc3[nH]2)c2oc3ccccc3c2n1 | nt | -1% | 5% | 5% | -15% | -44% | -1.2% | 0% | 5% | 1% | nt
CC(=O)Nc1ccc(NS(=O)(=O)c2cc(Cl)ccc2Cl)cc1 | 3% | 1% | 4% | 1% | 1% | -19% | -0.2% | -4% | 0% | 6% | 1
COc1ccc(OC)c(NC(=O)COC(=O)c2n[nH]c3ccccc23)c1 | -32% | -6% | -12% | -1% | -10% | -56% | 0.2% | -17% | 0% | -7% | 13
Cn1ncc([N+](=O)[O-])c1C(=O)Nc1ccccc1 | 5% | -2% | -8% | -3% | 0% | -1% | 0.0% | nt | -1% | 2% | -1
COc1ccc(S(=O)(=O)N2CCOC23CCN(S(=O)(=O)c2cc(C)ccc2OC)CC3)cc1 | -10% | 3% | -7% | 11% | 3% | -20% | 0.0% | 5% | 1% | 2% | -3
O=C(NC(=S)Nc1ccc(C(=O)N2CCOCC2)cc1)c1ccc([N+](=O)[O-])cc1 | 20% | -4% | nt | 2% | 4% | 16% | -1.3% | -4% | 7% | 24% | -4
COC(=O)c1sc(-c2ccc(C(C)(C)C)cc2)cc1NC(=O)c1ccccc1C(=O)O | -19% | -6% | -7% | 18% | 17% | -10% | -0.3% | ? | -13% | -19% | -2
COc1ccccc1Cn1c(=S)[nH]c2cc(C(=O)NCc3cccnc3)ccc2c1=O | 9% | 3% | -4% | -10% | 3% | -53% | -0.1% | 0% | 2% | -6% | 0
O=C(N/N=C/c1cccs1)c1[nH]ncc1Br | 6% | 1% | -21% | 16µM* | 0% | 3.2µM* | 0.0% | ? | 2% | -6% | 3

Exported with each value named: 3 of the compounds above.
CCN(CC)CCSc1nnc2c3ccccc3n(Cc3ccccc3)c2n1
  a7 integrin act = -61%[inhibitor]
  PTAP TSG101 blk = -5%
  uPA generation = ?
  ELG1 genotox = -9%
  ASM inhibitor = -8%
  BRCA1 expr act = 5%
  B2AR arrestin = -0.8%
  p53 reactivator = -7%
  USP2a inh = 9%
  Eya2 inh = 0%
  TRPV1 ag = 10
CS(=O)(=O)N1N=C(c2ccco2)CC1c1ccco1 (configuration not stated)
  a7 integrin act = -13%
  PTAP TSG101 blk = 7%
  uPA generation = -12%
  ELG1 genotox = 0%
  ASM inhibitor = 3%
  BRCA1 expr act = 32%
  B2AR arrestin = -0.4%
  p53 reactivator = nt
  USP2a inh = 0%
  Eya2 inh = 5%
  TRPV1 ag = -2
COc1ccc(-c2cc(-c3ccccc3)c(C#N)c(=S)[nH]2)cc1
  a7 integrin act = 4%
  PTAP TSG101 blk = -3%
  uPA generation = -5%
  ELG1 genotox = -4%
  ASM inhibitor = 4%
  BRCA1 expr act = -10%
  B2AR arrestin = -0.1%
  p53 reactivator = 3%
  USP2a inh = -2%
  Eya2 inh = 1%
  TRPV1 ag = -5

No enrichment for hits (roughly 2.6% active in at least one column).
